# Bioassay records from PubChem BioAssay.
# MIN6 prolif = MIN6 beta-cell proliferation induction. MIN6 cells proliferation, ATPlite luminescence, 48 h; cells starved in 0.2% serum; 100% = growth in 10% serum. proliferation, % at 10 µM. actives 0.29% (n = 330,000). AID 2380;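 active = compounds whose signal lies at least 3.5 SD above the mean of all wells on their plate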;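 also: 0% = DMSO-treated cells in low-serum medium and 100% = 10% serum control; some compounds called inactive have numbers as strong as hits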
# NR3A LBD binder = NR3A (human) ligand-binding domain modulation | NR3A LBD differential scanning fluorimetry, Tm shift; 0% = protein alone, 100% = glycine-bound protein | Tm shift relative to glycine control, % at 25 µM | actives 2.5% (n = 340,000);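 active = melting temperature shift of at least 10% of the positive control shift, at one fixed dose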
# hIAP activ = increases human intestinal alkaline phosphatase activity | purified human IAP, CDP-Star luminescence, 30 min; active compounds read high; 1 = vehicle-only enzyme, 0 = enzyme-free background | AID 2524 | actives 0.16% (n = 330,000) | P09923 | activation factor at 10 µM;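 active = activation factor of the enzyme at least 2-fold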; also: the source names both 10 and 20 µM as test concentration; values of inactives mirror those of a sister screen read the other way
# Target sequence (P09923 whole entry, looked up): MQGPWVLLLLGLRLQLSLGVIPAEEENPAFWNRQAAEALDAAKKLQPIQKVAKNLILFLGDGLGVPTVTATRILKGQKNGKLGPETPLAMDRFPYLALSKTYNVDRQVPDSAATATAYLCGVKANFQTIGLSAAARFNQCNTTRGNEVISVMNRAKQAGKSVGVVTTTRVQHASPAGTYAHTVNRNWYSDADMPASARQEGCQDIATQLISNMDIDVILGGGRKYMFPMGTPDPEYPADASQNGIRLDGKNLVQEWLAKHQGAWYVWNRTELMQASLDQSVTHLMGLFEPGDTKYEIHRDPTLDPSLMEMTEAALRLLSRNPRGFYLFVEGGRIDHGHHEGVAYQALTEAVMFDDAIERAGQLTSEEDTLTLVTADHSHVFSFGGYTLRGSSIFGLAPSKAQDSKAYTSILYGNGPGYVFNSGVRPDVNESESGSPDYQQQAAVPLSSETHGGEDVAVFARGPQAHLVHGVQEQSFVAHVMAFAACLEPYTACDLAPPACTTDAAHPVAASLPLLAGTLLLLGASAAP
# A3A deaminase = blocks human APOBEC3A ssDNA deamination; recombinant A3A, FAM/TAMRA ssDNA deamination fluorescence; inhibition, % at 20 µM; actives 0.41% (n = 330,000); AID 493011;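 active = at least 40% inhibition at 20 µM here, with at most 30% in a related deaminase screen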;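 also: plate controls were A3A with DMSO for no effect and wells lacking A3A enzyme for full effect; some results filed as inactive read as strong as hits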
# Target sequence (P31941 whole entry, looked up): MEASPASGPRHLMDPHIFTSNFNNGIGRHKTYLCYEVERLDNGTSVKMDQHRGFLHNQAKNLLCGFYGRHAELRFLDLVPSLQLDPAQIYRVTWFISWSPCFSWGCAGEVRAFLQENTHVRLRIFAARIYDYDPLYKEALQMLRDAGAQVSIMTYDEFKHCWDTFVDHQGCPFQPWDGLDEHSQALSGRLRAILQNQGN
# MPTP block = inhibitors of mitochondrial permeability transition pore. isolated mouse mitochondria, Ca2+ swelling absorbance, 30 min. inhibition, % at 10 µM. actives 1.4% (n = 360,000). AID 602449;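 active = inhibition of 50% or more, scaled per plate between neutral and stimulator controls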;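 also: 0% = DMSO wells given calcium and 100% = 1 mM EGTA wells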
# hIAP block = human IAP inhibition. actives 0.12% (n = 330,000). AID 2544. P09923. inhibition, % at 10 µM. purified IAP, CDP-Star luminescence, 30 min;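 active = inhibition reaching a set limit with compound at 10 µM in the primary screen, cut at about 35% in these data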;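 also: plate controls were DMSO wells with enzyme for no effect and no-enzyme buffer wells for full effect; values of inactives mirror those of a sister screen read the other way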
# mIAP act = increases mouse intestinal alkaline phosphatase activity; muIAP, CDP-Star luminescence, 30 min; active compounds read high; 1 = vehicle-only enzyme signal, 0 = enzyme-free wells; activation factor at 10 µM; actives 0.24% (n = 330,000);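 active = activation factor of at least 2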; also: the source names both 10 and 20 µM as test concentration; values of inactives mirror those of a sister screen read the other way
#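 also added = chemiluminescent substrate CDP-Star | test system = mouse IAP enzyme | signal = chemiluminescence readout | compound = DMSO-dissolved test compounds | incubation = 30 min at room temperature | benchmarks = DMSO wells, no-enzyme wells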
# A3G deaminase = blocks human APOBEC3G single-stranded DNA deamination | Q9HC16 | recombinant A3G, ssDNA deamination FAM/TAMRA fluorescence | inhibition, % at 20 µM | actives 0.28% (n = 330,000) | AID 493012;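 active = inhibition of at least 40% at 20 µM, with no more than 30% in the related APOBEC3A deaminase screen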;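 also: plate controls were DMSO wells with A3G for no effect and wells lacking A3G enzyme for full effect; some compounds called inactive have numbers as strong as hits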
# Target sequence (Q9HC16 whole entry, looked up): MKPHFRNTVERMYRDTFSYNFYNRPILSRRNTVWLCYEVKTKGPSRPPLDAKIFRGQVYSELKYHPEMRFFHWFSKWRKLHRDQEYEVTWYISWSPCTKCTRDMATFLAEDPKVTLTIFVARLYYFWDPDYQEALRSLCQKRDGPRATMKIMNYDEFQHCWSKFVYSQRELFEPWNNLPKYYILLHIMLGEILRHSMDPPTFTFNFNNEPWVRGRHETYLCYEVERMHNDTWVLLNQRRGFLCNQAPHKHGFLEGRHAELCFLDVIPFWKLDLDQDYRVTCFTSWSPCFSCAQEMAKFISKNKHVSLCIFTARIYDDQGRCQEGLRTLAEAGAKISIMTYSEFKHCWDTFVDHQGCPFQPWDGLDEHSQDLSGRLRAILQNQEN
# mIAP block = blocks mouse intestinal alkaline phosphatase; purified mouse IAP, CDP-Star luminescence, 30 min; inhibition, % at 10 µM; actives 0.2% (n = 330,000);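 active = inhibition of at least 40% at 10 µM in the primary screen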;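 also: plate controls were DMSO with enzyme for no effect and no enzyme wells for full effect; values of inactives mirror those of a sister screen read the other way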
# * = called active by the depositor.
# Preview (three entries):
1. COc1ccc(CNC(=O)CCCN2C(=O)c3ccccc3C2=O)cc1
2. OCCNc1ncnc2ccc(Br)cc12
3. COc1cc(C2NC(=O)C(C#N)=C(Nc3cccc(C)c3)S2)ccc1O (stereo unspecified)
compound no.	1	2	3
MIN6 prolif	-4.3	-0.6	-2.2
NR3A LBD binder	-0.3	0.6	2.4
hIAP activ	0.927	0.985	1.23
A3A deaminase	2.6	-0.8	-5.5
MPTP block	-0.2	-2.7	3.0
hIAP block	7.3	1.5	-23.0
mIAP act	0.98	0.884	1.02
A3G deaminase	1.7	-4.9	-8.8
mIAP block	2.0	11.6	-1.8

# The list itself, from the start:
1. COc1ccc(CNC(=O)CCCN2C(=O)c3ccccc3C2=O)cc1
2. OCCNc1ncnc2ccc(Br)cc12
3. COc1cc(C2NC(=O)C(C#N)=C(Nc3cccc(C)c3)S2)ccc1O (stereo unspecified)
4. CS(=O)(=O)C1=C(O)C(=O)N(CCCC(=O)O)C1c1ccccc1F (stereo unspecified)
5. N/C(=N\OC(=O)CCCOc1ccccc1)c1ccccc1
compound no.	1	2	3	4	5
MIN6 prolif	-4.3	-0.6	-2.2	1.1	-2.8
NR3A LBD binder	-0.3	0.6	2.4	-1.2	7.9
hIAP activ	0.927	0.985	1.23	0.801	1.11
A3A deaminase	2.6	-0.8	-5.5	-1.8	3.6
MPTP block	-0.2	-2.7	3.0	0.2	0.3
hIAP block	7.3	1.5	-23.0	19.9	-10.6
mIAP act	0.98	0.884	1.02	1.03	1.01
A3G deaminase	1.7	-4.9	-8.8	-8.7	-3.5
mIAP block	2.0	11.6	-1.8	-2.8	-1.2

# Record cards (already shown).
# CS(=O)(=O)C1=C(O)C(=O)N(CCCC(=O)O)C1c1ccccc1F (stereo unspecified) reads MIN6 prolif: 1.1; NR3A LBD binder: -1.2; hIAP activ: 0.801; A3A deaminase: -1.8; MPTP block: 0.2; hIAP block: 19.9; mIAP act: 1.03; A3G deaminase: -8.7; mIAP block: -2.8
# COc1ccc(CNC(=O)CCCN2C(=O)c3ccccc3C2=O)cc1 reads MIN6 prolif: -4.3; NR3A LBD binder: -0.3; hIAP activ: 0.927; A3A deaminase: 2.6; MPTP block: -0.2; hIAP block: 7.3; mIAP act: 0.98; A3G deaminase: 1.7; mIAP block: 2.0

# (next part)
6. Cc1noc(C)c1C(=O)NC1=NCCS1
7. N#Cc1c(Cl)cccc1-n1ccnc1
8. CCOc1ccc(C(=O)CCC(=O)N(CC)CC(=O)NCc2ccc(Cl)cc2)cc1
9. COc1ccccc1N1CC(C(=O)NCCN2C(=O)S/C(=C\c3cccnc3)C2=O)CC1=O (stereo unspecified)
10. COc1ccc(C(=S)N2CCCC2)cc1Br
compound no.	6	7	8	9	10
MIN6 prolif	1.1	-4.9	4.2	-1.2	-2.8
NR3A LBD binder	-0.7	0.1	13.1*	2.5	1.6
hIAP activ	1.11	1.21	0.964	1.06	1.1
A3A deaminase	-4.0	-7.0	-2.9	-5.3	-7.5
MPTP block	0.7	-1.1	-0.6	-2.0	0.2
hIAP block	-10.6	-20.9	3.6	-6.0	-10.5
mIAP act	1.06	0.981	0.946	0.826	0.986
A3G deaminase	-6.1	-9.0	-5.6	-7.5	-2.7
mIAP block	-5.6	1.9	5.4	17.4	1.4

11. C=CCSc1nc(N)c(C(=O)Nc2ccccc2)cc1C#N
12. O=C(NCCS(=O)(=O)NCc1ccc(F)cc1)c1ccccc1
13. COc1ccc(CCNC(=O)C2CCN(C(=O)c3cccs3)CC2)cc1
14. COc1ccc(Nc2nnc(C)c3ccccc23)cc1
15. COc1ccc(C(=O)N/C=C/n2cnc3cc(C(F)(F)F)ccc32)cc1
compound no.	11	12	13	14	15
MIN6 prolif	-4.1	7.0	-1.7	-0.1	-5.0
NR3A LBD binder	1.2	-1.0	-10.6	1.6	0.9
hIAP activ	0.988	0.936	0.953	1.11	1.07
A3A deaminase	-5.3	2.1	2.3	2.0	5.7
MPTP block	2.8	0.2	-2.4	-0.2	0.7
hIAP block	1.2	6.4	4.7	-11.0	-7.0
mIAP act	1.01	1.01	0.964	0.806	0.985
A3G deaminase	-5.6	-2.2	-2.3	0.1	0.0
mIAP block	-1.4	-0.7	3.6	19.4	1.5

16. COc1ccccc1N(CC(=O)N/N=C(\C)c1cccc(Br)c1)S(C)(=O)=O
17. Cc1ccc(NS(=O)(=O)c2ccc(-c3coc(C)n3)cc2)c(Br)c1
18. Cc1ccc(C)c(CN2CCC(CNC(=O)Nc3ccc(C)c(F)c3)CC2)c1
19. CC(C)CC(=O)Nc1ccc(S(=O)(=O)Nc2nccs2)cc1
20. Cc1ccc(C)c(NC(=S)N2CCC(NC(=O)c3cccc(F)c3)CC2)c1
compound no.	16	17	18	19	20
MIN6 prolif	0.0	-1.2	-3.7	-1.8	1.7
NR3A LBD binder	-7.1	-3.8	-1.2	0.1	1.6
hIAP activ	1.04	1.09	1.49	1.29	0.903
A3A deaminase	1.1	-4.4	0.8	-3.3	-1.7
MPTP block	-2.1	6.2	0.2	0.4	1.5
hIAP block	-3.7	-8.7	-49.0	-29.0	9.7
mIAP act	0.901	0.925	4.63*	0.941	0.931
A3G deaminase	-3.1	-6.8	-2.6	-3.6	-10.1
mIAP block	9.9	7.5	-363.5	5.9	6.9

21. C(CNC1C2CC3CC(C2)CC1C3)CN1CCOCC1 (stereo unspecified)
22. COc1cccc(C(=O)N2CCSC2=S)c1
23. Cc1cc(NC(=O)CN2C(=O)NC3(CCCCC3)C2=O)ccc1N1CCCC1
24. O=C(CNCc1ccc(Cl)cc1)N1CCc2ccccc2C1
25. Cc1c(C(=O)N2CCOCC2)oc2ccc(S(=O)(=O)N3CCCCCC3)cc12
compound no.	21	22	23	24	25
MIN6 prolif	0.5	-1.5	-1.6	-1.1	-2.0
NR3A LBD binder	1.5	1.5	-1.6	-0.3	3.0
hIAP activ	0.865	0.915	0.852	0.914	0.87
A3A deaminase	2.8	-16.9	2.4	-1.5	1.8
MPTP block	0.7	-0.2	-2.3	0.0	1.9
hIAP block	13.5	8.5	14.8	8.6	13.0
mIAP act	1	0.946	0.962	0.97	0.931
A3G deaminase	-3.6	-6.1	-7.5	-6.7	-1.2
mIAP block	-0.3	5.4	3.8	3.0	6.9

26. Nc1nc2ccccc2n1C(=O)CCc1ccccc1
27. Cc1ccc(NC(=O)/C(=C\C=C\c2ccccc2)NC(=O)c2ccccc2)cc1
28. COc1ccc(CCNC(=O)CSc2nc3[nH]ncc3c(=O)n2-c2cccc(C(F)(F)F)c2)cc1OC
29. CCOC(=O)C1CCCN(c2c(N3CCN(C)CC3)c(=O)c2=O)C1 (stereo unspecified)
30. COc1ccc2cc3cc(C(=O)N4CCCC(C)C4)oc3nc2c1 (stereo unspecified)
compound no.	26	27	28	29	30
MIN6 prolif	-1.2	-1.5	-4.5	1.6	0.0
NR3A LBD binder	-0.2	2.4	-2.1	0.2	5.2
hIAP activ	1.02	0.968	1.68	0.943	0.918
A3A deaminase	-2.6	1.9	-1.2	-2.8	-6.6
MPTP block	-1.2	-0.7	0.7	-3.0	1.4
hIAP block	-1.8	3.2	-68.3	5.7	8.2
mIAP act	0.99	0.866	0.933	1.02	0.876
A3G deaminase	-2.5	-6.5	-2.7	-2.9	-4.2
mIAP block	1.0	13.4	6.7	-1.6	12.4

31. CCCC(=O)c1ccc(N2CCCCCC2)c(F)c1
32. C=CCc1cc(Cl)ccc1OCCOCCNC(C)CC (stereo unspecified)
33. CCOc1cc(NC(=S)NCC2CCCO2)c(OCC)cc1NC(=O)c1ccc(F)cc1 (stereo unspecified)
34. CCCCn1c(CN(Cc2ccccc2)Cc2ccccc2)nc2c1c(=O)n(C)c(=O)n2C
35. C1CCc2nc3c(nc2C1)CCCC3
compound no.	31	32	33	34	35
MIN6 prolif	-2.9	-4.9	0.2	-6.1	0.0
NR3A LBD binder	2.4	0.9	1.0	25.2*	-0.5
hIAP activ	1.07	1	0.981	1.11	0.857
A3A deaminase	-5.4	2.0	-1.2	0.3	-3.1
MPTP block	2.3	-1.1	1.6	-0.8	-2.6
hIAP block	-6.9	-0.4	1.9	-11.3	14.3
mIAP act	1.1	0.94	0.968	0.986	0.951
A3G deaminase	-0.8	-1.6	-10.6	-2.7	-10.1
mIAP block	-10.0	6.0	3.2	1.4	4.9

36. O=C(Cc1c(F)cccc1Cl)NCCN1CCOCC1
37. Cc1cc(C)c(OCC(=O)Nc2cccc(NC(=O)c3ccco3)c2)c(Br)c1
38. CCN(CC)C(=O)Cn1cc(S(=O)(=O)CC(=O)NC2CCCCC2)c2ccccc21
39. C#CC[N+](C)(C)CC#Cc1ccc(C)cc1
40. O=C(O)c1cccn2c(=O)c3ccccc3nc12
compound no.	36	37	38	39	40
MIN6 prolif	1.7	-4.0	0.1	-1.8	-2.9
NR3A LBD binder	0.2	-10.3	-1.1	-2.4	1.4
hIAP activ	0.982	0.945	1.07	1.07	1.13
A3A deaminase	-1.1	-0.4	-6.8	-0.4	-0.7
MPTP block	0.2	6.1	0.6	-2.3	-1.9
hIAP block	1.8	5.5	-7.3	-7.2	-13.4
mIAP act	0.919	1.14	1.11	1.12	1.02
A3G deaminase	-5.3	-6.6	-6.1	-5.9	-8.2
mIAP block	8.1	-14.0	-10.9	-12.4	-1.6

41. COc1cc(NS(=O)(=O)c2ccc(NC(C)=O)cc2)ncn1
42. Cc1ccc(/C=C(\C#N)C(=O)NC(C)c2ccccc2)o1 (stereo unspecified)
43. Cc1ccccc1CSc1nnc(-c2ccco2)n1Cc1ccco1
44. Cc1ccc(S(=O)(=O)NCCCC(=O)O)cc1
45. CC1(C)Nc2ccccc2C(=O)N1c1ccc(Br)cc1
compound no.	41	42	43	44	45
MIN6 prolif	-3.9	2.7	-1.5	-3.1	-0.1
NR3A LBD binder	-0.5	-3.9	-1.6	-1.6	13.3*
hIAP activ	1.07	0.87	1.07	1.03	1.01
A3A deaminase	3.8	-3.1	1.7	1.2	-1.4
MPTP block	-1.8	-1.8	0.3	-3.0	1.6
hIAP block	-6.6	13.0	-6.6	-3.5	-1.5
mIAP act	0.91	0.946	0.99	1.04	1.03
A3G deaminase	-0.2	-5.1	-4.8	-6.0	-7.4
mIAP block	9.0	5.4	1.0	-4.2	-2.6

46. Cn1cnc([N+](=O)[O-])c1Cl
47. CCCCn1nc(C(=O)Nc2cc(C(F)(F)F)ccc2N2CCOCC2)ccc1=O
48. COc1cccc(-c2c(C(=O)N/N=C/c3ccncc3)nnn2-c2nonc2N)c1
49. CC1CCCCC1NC(=O)COC(=O)Cc1ccc(Cl)cc1 (stereo unspecified)
50. S=c1[nH]nc(COc2cccc(Cl)c2)n1Cc1ccccc1
51. CCCN(C(=O)/C=C/c1nc2ccccc2s1)C1CCS(=O)(=O)C1 (stereo unspecified)
52. Cc1cc(C)c(S(=O)(=O)c2ccc(Cl)cc2C)c(Cl)n1
53. COc1cc(SC)ccc1C(=O)N1CCN(Cc2ccccc2)CC1
compound no.	46	47	48	49	50	51	52	53
MIN6 prolif	4.1	-7.3	2.4	-1.7	-3.3	-0.6	0.1	1.3
NR3A LBD binder	0.8	-3.0	1.2	-1.7	-6.1	2.5	-4.0	-2.1
hIAP activ	1.09	0.945	1.07	1.06	1.06	1.12	0.868	1
A3A deaminase	-1.3	-1.3	-4.0	2.4	-1.5	-2.2	1.6	-1.1
MPTP block	1.8	-2.9	0.0	0.7	0.2	0.4	1.9	1.3
hIAP block	-9.4	5.5	-7.2	-6.2	-5.6	-12.1	13.2	-0.2
mIAP act	1.05	0.92	0.939	0.887	0.953	1.05	0.962	1.08
A3G deaminase	0.8	-0.1	-6.0	2.3	-8.0	-5.8	1.1	-7.1
mIAP block	-5.3	8.0	6.1	11.3	4.7	-5.2	3.8	-8.1
